From PubChem
Fam108B counter = counter-screen for RBBP9 inhibitors: inhibitors of mouse Fam108B | recombinant Fam108B, FP-Rh probe fluorescence polarization | inhibition, % at 9.51 µM | 300,000 tested, 0.33% active | AID 1947;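 active = inhibition above the screen mean inhibition plus 3 SD, computed separately per campaign, cut at about 18% in these data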;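 note: inhibitors lower polarization as less probe binds the enzyme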
LYPLA1 counter = LYPLA1 (human) inhibition in PME1 counter-screen. O75608. AID 2174. recombinant LYPLA1, FP-Rh probe fluorescence polarization. inhibition, % at 5.9 µM. 320,000 tested, 0.16% active;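 active = inhibition above the mean of all tested compounds plus 3 SD, set per campaign, cut at about 14% in these data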;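 note: inhibitors block serine hydrolase probe labeling of LYPLA1 so polarization falls; 0% = enzyme with DMSO and 100% = wells lacking LYPLA1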
Target sequence (O75608 whole entry, looked up): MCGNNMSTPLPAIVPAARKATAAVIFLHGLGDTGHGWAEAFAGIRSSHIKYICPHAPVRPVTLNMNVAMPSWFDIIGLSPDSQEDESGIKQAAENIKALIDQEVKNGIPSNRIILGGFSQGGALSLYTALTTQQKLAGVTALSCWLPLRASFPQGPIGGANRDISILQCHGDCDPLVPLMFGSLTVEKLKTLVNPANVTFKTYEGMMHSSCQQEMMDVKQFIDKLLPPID
PAFAH1B2 FP inh = inhibitors of human PAFAH1B2; 340,000 tested, 1.2% active; recombinant PAFAH1B2, FP-rhodamine activity probe, fluorescence polarization; AID 492953; inhibition, % at 3.39 µM; P68402;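 active = inhibition above the mean of all tested compounds plus 3 SD, cut at about 24% in these data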;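 note: 0% = enzyme with DMSO and 100% = wells lacking PAFAH1B2; many of its hits are not listed in these tables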
Target sequence (P68402 whole entry, looked up): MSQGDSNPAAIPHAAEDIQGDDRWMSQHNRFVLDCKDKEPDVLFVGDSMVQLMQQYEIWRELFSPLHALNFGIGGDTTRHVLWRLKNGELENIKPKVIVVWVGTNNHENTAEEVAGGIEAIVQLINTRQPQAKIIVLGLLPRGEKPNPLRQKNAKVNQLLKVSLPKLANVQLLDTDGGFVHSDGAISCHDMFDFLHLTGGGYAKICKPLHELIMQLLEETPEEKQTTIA
pPAFAH inh = pPAFAH (human) enzyme inhibition. Q13093. recombinant pPAFAH, FP-rhodamine probe fluorescence polarization. inhibition, % at 3.39 µM. 330,000 tested, 1.5% active. AID 463082;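 active = inhibition above the mean inhibition across the screen plus 3 SD, cut at about 25% in these data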;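 note: inhibitors block binding of the rhodamine activity-based probe so polarization drops; 0% = enzyme with DMSO and 100% = wells lacking pPAFAH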
PAD4 inh = inhibitors of human PAD4; inhibition, % at 6.36 µM; Q9UM07; AID 485272; recombinant PAD4, RCA probe fluorescence polarization; 330,000 tested, 0.41% active;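 active = percent inhibition above a cutoff equal to the mean of all tested compounds plus 3 SD, cut at about 15% in these data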;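 note: 0% = PAD4 with RCA probe and DMSO and 100% = probe without PAD4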
GSTO1 counter = counter-screen for RBBP9 inhibitors: inhibitors of human GSTO1 | recombinant GSTO1, activity-based probe fluorescence polarization | inhibition, % at 5.96 µM | P78417 | AID 1974 | 300,000 tested, 1.1% active;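 active = inhibition above the campaign mean inhibition plus 3 SD, cut at about 35% in these data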;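 note: 0% = GSTO1-1 with DMSO and 100% = wells lacking GSTO1-1 enzyme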
PME-1 primary = PME-1 (human) inhibition. AID 2130. 320,000 tested, 0.53% active. recombinant PME-1, FP-Rh probe fluorescence polarization. inhibition, % at 5.9 µM. Q9Y570;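 active = inhibition above the campaign mean of all compounds plus 3 SD, cut at about 26% in these data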;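 note: competitive labeling of PME-1 active site by serine hydrolase directed probe; 0% = PME-1 with DMSO and 100% = wells lacking PME-1 enzyme; inhibitors block probe labeling so polarization falls and inhibition rises; many of its hits are not listed in these tables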
Target sequence (Q9Y570 whole entry, looked up): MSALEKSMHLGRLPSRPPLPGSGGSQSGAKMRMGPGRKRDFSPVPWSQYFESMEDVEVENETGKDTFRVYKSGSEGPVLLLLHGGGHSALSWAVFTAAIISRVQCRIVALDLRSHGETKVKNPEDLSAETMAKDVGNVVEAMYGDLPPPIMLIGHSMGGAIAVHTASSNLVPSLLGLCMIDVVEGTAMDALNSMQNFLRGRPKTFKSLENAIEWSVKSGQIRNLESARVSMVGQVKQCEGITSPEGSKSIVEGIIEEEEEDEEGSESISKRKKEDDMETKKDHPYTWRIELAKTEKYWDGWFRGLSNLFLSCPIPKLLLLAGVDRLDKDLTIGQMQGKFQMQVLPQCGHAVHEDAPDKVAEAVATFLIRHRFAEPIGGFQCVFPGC
PAFAH1B3 inh = PAFAH1B3 (human) inhibition; recombinant PAFAH1B3, FP-rhodamine probe, fluorescence polarization; inhibition, % at 3.39 µM; 340,000 tested, 0.28% active;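 active = inhibition above the screen-wide average of all tested compounds plus 3 SD, cut at about 25% in these data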;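 note: 0% = enzyme with DMSO only and 100% = wells lacking PAFAH1B3 protein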
Target sequence (Q15102 whole entry, looked up): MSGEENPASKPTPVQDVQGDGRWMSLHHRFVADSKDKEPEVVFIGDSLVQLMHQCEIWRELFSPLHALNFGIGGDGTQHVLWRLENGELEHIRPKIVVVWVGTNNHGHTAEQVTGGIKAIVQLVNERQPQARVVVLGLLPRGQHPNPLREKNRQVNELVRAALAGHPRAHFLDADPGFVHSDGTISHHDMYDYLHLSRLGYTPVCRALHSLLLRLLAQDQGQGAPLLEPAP
PAFAH2 FP inh = PAFAH2 (human) inhibition | Q99487 | recombinant PAFAH2, FP-rhodamine activity probe, fluorescence polarization | 340,000 tested, 0.99% active | inhibition, % at 3.39 µM;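 active = inhibition above the mean over all tested compounds plus 3 SD, cut at about 30% in these data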;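 note: inhibitors block probe labeling of enzyme so polarization drops; 0% = enzyme with DMSO and 100% = wells lacking PAFAH2 protein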
Numbers without * were called inactive; / = no result given. A portion of the library; count on the stated rates, not on these rows.

SMILES | Fam108B counter | LYPLA1 counter | PAFAH1B2 FP inh | pPAFAH inh | PAD4 inh | GSTO1 counter | PME-1 primary | PAFAH1B3 inh | PAFAH2 FP inh
Cc1ccc(C(C(=O)NC2CCCCC2)N(Cc2ccco2)C(=O)C2COc3ccccc3O2)o1 (centres undefined) | 0 | -1 | 0 | -1 | 2 | 0 | 4 | 0 | -10
COc1ccccc1-c1cn(S(=O)(=O)c2ccc(F)cc2)nc1N | -2 | -2 | 7 | -1 | 1 | 5 | -2 | -3 | 5
O=C(CSc1nnnn1-c1ccccc1)N1CCc2ccccc2C1 | 1 | 0 | 6 | 6 | -3 | -1 | -1 | 8 | 4
O=c1oc2cc(O)ccc2cc1-c1ccc(F)cc1 | 8 | -2 | 2 | 4 | -17 | -7 | -1 | 7 | 0
Cc1noc(C)c1COC(=O)c1ccc(-c2nc3ccccc3s2)s1 | -3 | 2 | 2 | 2 | 0 | 4 | -7 | 0 | -5
COc1ccc(C(C(=O)NC2CCCCC2)N(C(=O)Cc2c[nH]c3ccccc23)c2ccccc2C)cc1OC (centres undefined) | -1 | -4 | 4 | 2 | -1 | 6 | 1 | 4 | -6
O=C(/C=C/c1ccc(Cl)cc1Cl)NC(=S)Nc1ccccn1 | -38 | 3 | -19 | 9 | -7 | -11 | 5 | -13 | -41
O=C1CCC(=O)N1c1ccc(NCCc2ccccc2F)c([N+](=O)[O-])c1 | 0 | 3 | 4 | 3 | -5 | -3 | -6 | -3 | -4
COc1cc2c(C(=O)NCCCN3CC(C)CC(C)C3)cn(CC(C)C)c(=O)c2cc1OC (centres undefined) | 6 | -2 | 4 | -1 | 4 | 1 | 6 | 2 | 8
CCC1ON(C(C)C)C2c3nc4ccccc4n3CC12 (centres undefined) | 2 | -2 | 0 | -2 | 1 | 7 | -1 | 9 | 10
CC(C)N(C(=O)Nc1ccc2nsnc2c1)C(C)C | 55* | 71* | / | 10 | 78* | 98* | 32* | / | /
COc1ccc(OC)c(S(=O)(=O)N2CCN3CCCC3C2)c1 (centres undefined) | 2 | -1 | 1 | 2 | 0 | 2 | 5 | -1 | 5
CC(Sc1nnnn1C1CC1)C(=O)N1CC(=O)Nc2ccccc21 (centres undefined) | / | 0 | -3 | -2 | 0 | / | -2 | 3 | -4
O=C(O)CSc1nc(-c2ccccc2)nc2c1CCCC2 | 1 | 0 | 7 | 2 | -3 | -1 | -2 | 5 | -7
CC(C)(C)NC(=O)CCCSc1nc2ccccc2s1 | -2 | -2 | -1 | -2 | -3 | 10 | -5 | 6 | 0
COC(=O)c1cn(-c2ccccc2)nc1-c1ccccc1 | -1 | 3 | 0 | 5 | 0 | 10 | -4 | 7 | -3
Cc1cc(NC(=O)c2cc3n(n2)C(C(F)(F)F)CC(c2ccco2)N3)n(-c2ccccc2)n1 (centres undefined) | 1 | -2 | -1 | 6 | -3 | -1 | -9 | -1 | -12
COc1ccc(-c2nnc(NC(=O)c3ccc(S(=O)(=O)N(C)CC4CCCO4)cc3)o2)c(OC)c1 (centres undefined) | 3 | 1 | 6 | 3 | 1 | 3 | 9 | 6 | 2
CCOC(=O)C1=C(C)NC(=O)NC1c1ccc(OCC(N)=O)cc1 (centres undefined) | -1 | -4 | 0 | 4 | 2 | 12 | -9 | 1 | 4
C=CCn1c(CSc2nc3ccccc3s2)nnc1SCC(=O)NCCN1CCOCC1 | -4 | 1 | -1 | 6 | -4 | -4 | -4 | 6 | 4
O=C(N/N=C/C=C/c1ccccc1)c1ccccc1Br | 5 | 4 | 5 | 7 | -6 | 0 | 2 | -3 | 17
Cc1ccc(/C(N)=N/OC(=O)Oc2ccccc2)cc1 | 1 | 5 | 3 | 1 | 2 | -2 | -1 | 5 | 0
Cn1c(=O)c2c(SCC(=O)NCc3ccco3)nc(CC(C)(C)C)nc2n(C)c1=O | -1 | -4 | -5 | -3 | 3 | 3 | -1 | -3 | 1
O=C(CN(Cc1cccs1)C(=O)CCC(=O)Nc1nccs1)NCc1ccccc1 | -3 | -3 | 4 | 2 | -2 | 6 | -2 | 3 | -13

Part of the list above in another layout:
COc1ccc(-c2nnc(NC(=O)c3ccc(S(=O)(=O)N(C)CC4CCCO4)cc3)o2)c(OC)c1 (centres undefined)
  Fam108B counter: 3; LYPLA1 counter: 1; PAFAH1B2 FP inh: 6; pPAFAH inh: 3; PAD4 inh: 1; GSTO1 counter: 3; PME-1 primary: 9; PAFAH1B3 inh: 6; PAFAH2 FP inh: 2
CCOC(=O)C1=C(C)NC(=O)NC1c1ccc(OCC(N)=O)cc1 (centres undefined)
  Fam108B counter: -1; LYPLA1 counter: -4; PAFAH1B2 FP inh: 0; pPAFAH inh: 4; PAD4 inh: 2; GSTO1 counter: 12; PME-1 primary: -9; PAFAH1B3 inh: 1; PAFAH2 FP inh: 4
C=CCn1c(CSc2nc3ccccc3s2)nnc1SCC(=O)NCCN1CCOCC1
  Fam108B counter: -4; LYPLA1 counter: 1; PAFAH1B2 FP inh: -1; pPAFAH inh: 6; PAD4 inh: -4; GSTO1 counter: -4; PME-1 primary: -4; PAFAH1B3 inh: 6; PAFAH2 FP inh: 4
O=C(N/N=C/C=C/c1ccccc1)c1ccccc1Br
  Fam108B counter: 5; LYPLA1 counter: 4; PAFAH1B2 FP inh: 5; pPAFAH inh: 7; PAD4 inh: -6; GSTO1 counter: 0; PME-1 primary: 2; PAFAH1B3 inh: -3; PAFAH2 FP inh: 17

The listing continues:
SMILES | Fam108B counter | LYPLA1 counter | PAFAH1B2 FP inh | pPAFAH inh | PAD4 inh | GSTO1 counter | PME-1 primary | PAFAH1B3 inh | PAFAH2 FP inh
CCC(=O)/C=C1\Sc2ccccc2N1CC | -1 | -4 | 4 | 3 | 1 | 8 | -2 | -2 | 2
O=C(COc1ccc(Cl)cc1)Nc1ccc(N2CCN(C(=O)c3ccco3)CC2)cc1 | 10 | 1 | -1 | 17 | 0 | -1 | -3 | 9 | 11
Cc1cccc(S(=O)(=O)Nc2ccc(C)c3c2OC(C)(C)C3)c1 | 0 | 0 | 4 | 20 | 1 | 2 | 17 | 4 | 0
CN1CCCC(OC(=O)c2cccc(Cl)c2)C1 (centres undefined) | -1 | 0 | 6 | -2 | -1 | 9 | 5 | 14 | -1
O=C(NCCc1c[nH]c2ccccc12)C(=O)NCC1OCCN1S(=O)(=O)c1ccc(F)cc1 (centres undefined) | 2 | -2 | 5 | 5 | -1 | 5 | -3 | 1 | 7
O=C(NCCCn1ccnc1)C(=O)NCC1OCCN1S(=O)(=O)c1ccccc1 (centres undefined) | 1 | 4 | -3 | 0 | -7 | 1 | -1 | -1 | -5
O=C(CCc1nc2ccccc2c(=O)[nH]1)N1CCN(c2ccccc2Cl)CC1 | / | / | -3 | -2 | -1 | / | / | 8 | 5
Cc1cccc(NC(=S)NNC(=O)COc2ccc(Cl)cc2Cl)c1 | -2 | -6 | 3 | 6 | 1 | 8 | -8 | 2 | 3
Cc1ccc(C(=O)NCC(=O)Nc2ccncc2)cc1 | 2 | -2 | 16 | 3 | 11 | 2 | -1 | -2 | 6
CCOC(=O)C1CCN(C(=O)c2ccccc2N(C)S(=O)(=O)c2ccccc2)CC1 | 4 | -2 | -2 | 6 | -5 | 0 | 3 | -1 | 5
CN(CC(=O)Nc1ccccc1C(F)(F)F)C(=O)CSc1nc(N)cc(N)n1 | / | -2 | 1 | -5 | 0 | / | 12 | 2 | -1
CCCCNc1oc(-c2cccs2)nc1S(=O)(=O)c1ccccc1 | 4 | 0 | 4 | 12 | 2 | -6 | 14 | 8 | 5
Cn1c(N)c(C(=O)CSc2nnc(C3CC3)n2-c2ccccc2)c(=O)n(C)c1=O | / | 0 | 4 | 1 | 2 | / | 1 | 2 | -1
O=C(COc1ccccc1O)c1cccs1 | 5 | 0 | -1 | 0 | -7 | -10 | -2 | -1 | -4
O=C(CSc1nc2ccccc2s1)Nc1ccc(C(=O)O)cc1 | -2 | -3 | 5 | -3 | 3 | 5 | -4 | 5 | -3
Cc1ccc(NC(=O)CSc2nnc(CCC(=O)O)c(=O)[nH]2)cc1 | 1 | 1 | 0 | -3 | 3 | 10 | 3 | -1 | -1
CC(C)(C)c1cc(C(=O)N/N=C/c2ccc(F)cc2)n(-c2ccccc2)n1 | -5 | -1 | 21 | 6 | -1 | 1 | -7 | -4 | 1
Cc1cccc2sc(NC(=O)[C@@H]3CCCN3C(=O)c3cccs3)nc12 | 1 | 1 | -1 | -1 | -6 | -4 | -2 | 4 | 5
CC1=CC(=C(C#N)c2nc3ccccc3s2)C=C(C)N1c1ccc(F)cc1F | -2 | -5 | 0 | -3 | 4 | 11 | -3 | -1 | 3
CC(=O)CCC(=O)OCC(=O)Nc1ccc(SC(F)F)cc1 | 5 | -2 | 3 | -2 | 3 | 11 | 0 | -3 | -2
CC(=O)Oc1ccc(Oc2ccc(-c3noc(C)n3)cc2)cc1 | 1 | -1 | 6 | 7 | 1 | -5 | 7 | 4 | 2
C[C@@H](NC(=O)Cn1ccc(N)nc1=O)c1cccc2ccccc12 | / | 4 | -3 | -4 | -5 | / | -2 | 6 | -1
O=C(CN1C(=O)NC2(CCCCC2)C1=O)N1CCN(S(=O)(=O)c2cccc(F)c2)CC1 | -4 | 0 | -2 | 5 | -1 | -2 | 2 | 4 | -4
NS(=O)(=O)c1ccc(NC(=O)c2c(Cl)cccc2Cl)cc1 | -2 | 0 | 7 | 6 | -6 | 6 | -7 | 3 | 9
N#Cc1ccccc1OCC(=O)OCC(=O)N1CCN(C(=O)c2ccco2)CC1 | 2 | -1 | 7 | 2 | -1 | 3 | 0 | 4 | 6
Cc1cccc(NS(=O)(=O)c2cccs2)c1 | -5 | 0 | 4 | 8 | 5 | -2 | -7 | 5 | 5
CCOC(=O)c1ccc(CN(Cc2ccccc2)S(=O)(=O)c2cccc([N+](=O)[O-])c2)cc1 | 0 | -5 | 2 | 2 | 5 | 0 | 4 | 1 | 5
Cc1cnc(NC(=O)c2cc3c(C)nn(-c4ccccc4)c3s2)s1 | -22 | -10 | -1 | -10 | -14 | -4 | -24 | 1 | 1
c1ccc2c(c1)OCC(c1nnc3sc(-c4ccc5c(c4)OCO5)nn13)O2 (centres undefined) | 0 | -4 | -3 | 1 | -4 | 1 | 2 | 1 | -2
Cc1csc(CN(C)C(=O)CC2C(=O)NCCN2Cc2ccc(F)cc2Cl)n1 (centres undefined) | -1 | 0 | 4 | 1 | -1 | 1 | -5 | 8 | -1
CC(=O)N1c2ccc(Cl)cc2C2OCCC2C1c1ccco1 (centres undefined) | 1 | 1 | 8 | -4 | 1 | -6 | 11 | 6 | 8
Cc1cccc(C(=O)NCC(=O)OCC(=O)NCCNC(=O)COC(=O)CNC(=O)c2cccc(C)c2)c1 | 1 | -2 | 0 | 2 | 2 | 2 | 2 | 0 | 3
COc1ccc(/C=N/NC(=O)c2c(C)n(C)c3ccc(OC)cc23)c(OC)c1 | 0 | 2 | 0 | 2 | 0 | -6 | -4 | 2 | 6
CSc1cc(C)c(OCC(=O)Nc2c(C)nn(C)c2C)c(C)c1 | 2 | -8 | 1 | -2 | -4 | 1 | 2 | 5 | 2
COc1ccc(N2CCN(C(=S)Nc3ccc(C)cc3C)CC2)cc1 | 2 | -5 | -2 | 3 | -5 | 2 | -5 | -10 | -1
CCc1ccc(NC(=O)Cn2nc(C)c([N+](=O)[O-])c2C)cc1 | 5 | 6 | 3 | -2 | 2 | 4 | 5 | 4 | 2
